# Source: PubChem
# MEKK3 PB1 HTS – modulators of MEKK3-MEK5 PB1 binding, primary screen, biochemical, wildtype MEKK3, multiplex bead flow cytometry, Alexa488-MEK5; Mitogen-activated protein kinase kinase kinase 3 (Homo sapiens), Q99759; bead-based flow cytometry, Alexa488-MEK5 binding to MEKK3; actives lie on both sides; 0 = blocked by unlabeled MEK5, 100 = vehicle; binding response (% of control), % at 10 µM; 290,000 tested, 1.4% active; AID 1529, 2009;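 active means binding response more than 3 SD above or below the average of its plate-row segment, actives on both sides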;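 further: Alexa488 bead fluorescence after subtracting the streptavidin-only scavenger bead signal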
# Target sequence (Q99759 whole entry, looked up): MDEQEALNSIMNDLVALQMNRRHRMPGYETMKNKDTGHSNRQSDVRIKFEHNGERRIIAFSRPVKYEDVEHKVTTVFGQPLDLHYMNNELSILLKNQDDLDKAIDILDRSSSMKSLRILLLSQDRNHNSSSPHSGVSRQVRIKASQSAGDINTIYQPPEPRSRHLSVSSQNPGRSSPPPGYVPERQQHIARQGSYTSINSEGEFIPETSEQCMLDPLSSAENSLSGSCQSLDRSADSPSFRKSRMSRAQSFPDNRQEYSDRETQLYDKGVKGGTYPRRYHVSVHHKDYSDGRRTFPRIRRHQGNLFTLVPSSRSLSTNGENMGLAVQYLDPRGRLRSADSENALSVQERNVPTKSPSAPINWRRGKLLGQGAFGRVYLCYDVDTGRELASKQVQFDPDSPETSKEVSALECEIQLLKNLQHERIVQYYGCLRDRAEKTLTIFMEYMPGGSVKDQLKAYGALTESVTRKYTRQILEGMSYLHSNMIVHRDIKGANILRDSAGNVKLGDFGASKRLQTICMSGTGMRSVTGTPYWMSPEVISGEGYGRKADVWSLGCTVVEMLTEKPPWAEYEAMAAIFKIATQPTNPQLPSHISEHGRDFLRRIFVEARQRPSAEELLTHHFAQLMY
# MEKK2wt PB1 HTS – modulators of MEK5 binding to wildtype MEKK2, primary screen, biochemical, multiplex bead flow cytometry, Alexa488-MEK5; Mitogen-activated protein kinase kinase kinase 2 (Homo sapiens), Q9Y2U5; Alexa488-MEK5 binding to MEKK2 WT; actives lie on both sides; binding response (% of control), % at 10 µM; 290,000 tested, 1.1% active; in the data active means binding response below about 67% or above about 130%
# MEKK2 mut-MEK5 – MEK5 binding signal on mutant MEKK2 PB1, primary screen, biochemical, multiplex bead flow cytometry, Alexa488-MEK5; Alexa488-MEK5 binding to MEKK2 mutant; percent response, % at 10 µM; 290,000 tested, 0.35% active; AID 1530, 2009; in the data active means percent response above about 24%, passing the limit was not always enough; further: inactives centre near 1; some results filed as inactive read as strong as hits; reference of the scale not given here
# OXTR agonist – human OXTR agonists, primary screen, fluorescence, CHO-OTR cells, Fluo-8 calcium; Oxytocin receptor (Homo sapiens), P30559; Fluo-8 calcium fluorescence; normalized: DMSO 0%, oxytocin 100%; activation, % at 3 µM; 320,000 tested, 0.32% active; AID 2435, 2010;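 active means activation above the mean of all tested compounds plus 3 SD, cutoff set per screening run, cut at about 20% in these data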;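 further: peak over basal fluorescence ratio from a 100 s FLIPR kinetic read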
# PfM18AAP inh – PfM18AAP inhibitors, malaria aminopeptidase, primary screen, biochemical, QFRET, recombinant enzyme; 290,000 tested, 1.2% active; AID 1822, 2009; M18 aspartyl aminopeptidase (Plasmodium falciparum 3D7); inhibition, % at 7.35 µM; H-Glu-NHMec fluorogenic cleavage;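 active means inhibition above the campaign mean inhibition over all tested compounds plus 3 SD, cut at about 28% in these data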;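 further: 0% = plate median of test compound wells and 100% = 2 mM ZnCl2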
# PHOSPHO1 inh – PubChem AID 1565 | recombinant PHOSPHO1, absorbance phosphatase assay | inhibition, % at 13.3 µM | 290,000 tested, 1.1% active | Phosphoethanolamine/phosphocholine phosphatase (Homo sapiens), Q8TCT1; in the data active means inhibition above about 60%
# Target sequence (Q8TCT1 whole entry, looked up): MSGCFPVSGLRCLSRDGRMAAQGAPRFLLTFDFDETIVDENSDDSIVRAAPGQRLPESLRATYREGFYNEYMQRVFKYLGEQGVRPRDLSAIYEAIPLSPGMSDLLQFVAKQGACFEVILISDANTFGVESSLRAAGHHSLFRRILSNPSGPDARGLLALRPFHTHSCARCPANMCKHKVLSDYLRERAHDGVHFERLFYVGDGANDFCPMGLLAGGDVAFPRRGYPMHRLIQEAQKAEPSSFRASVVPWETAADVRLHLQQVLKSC
# GPR7 antagonist – GPR7 receptor antagonists, primary screen, cell-based, fluorescence, single concentration; Neuropeptides B/W receptor type 1 (Homo sapiens), P48145; GPR7-expressing cells, fluorescence antagonist assay; inhibition, % at 4.4 µM; 290,000 tested, 1.1% active; in the data active means inhibition above about 16%, passing the limit was not always enough;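 further: cells stimulated with the agonist NPW; 0% = agonist with vehicle and 100% = vehicle without agonist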
# FID counter – compounds displacing fluorescent DNA intercalator, primary screen, artefact control for HCV NS3 helicase inhibitor project, biochemical, FID fluorescence; 290,000 tested, 0.17% active; inhibition, % at 7.9 µM; DNA fluorescent intercalator displacement; in the data active means inhibition above about 37%;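 further: 0% = vehicle and 100% = reference compound; higher means more ethidium bromide displaced from hairpin DNA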
# NALP1 yeast inh – NALP1 inflammasome inhibitors in reconstituted yeast, colorimetric, S. cerevisiae, triplicate retest. inhibition, % at 10 µM. 280,000 tested, 0.61% active. S. cerevisiae NALP1/ASC/caspase-1 growth, X-gal OD620, 72 h; in the data active means inhibition mostly above about 24%, no sharp cut-off; inactive means mostly below about 32%; further: some compounds called inactive have numbers as strong as hits
# Active calls of the source: *; / = not tested or not shown; [ ] = remark or other dose.
SMILES,MEKK3 PB1 HTS,MEKK2wt PB1 HTS,MEKK2 mut-MEK5,OXTR agonist,PfM18AAP inh,PHOSPHO1 inh,GPR7 antagonist,FID counter,NALP1 yeast inh
Cc1[nH]c2ccccc2c1C(=O)CSc1ccc(Cl)cc1,104,102,7,-1.0,4,32,-18,2,-2
COc1ccc(-c2nnc(NC(=O)c3c(OC)cccc3OC)s2)cc1,101,102,2,1.1,-5,30,-5,-20,8
CSCCC(NC(=O)C1CC1)c1nc2ccccc2[nH]1 (stereo unspecified),99,97,-2,-1.5,10,11,-4,0,13
CCOC(=O)c1cnc2nc(Cc3ccccc3)[nH]n2c1=O,100,98,12,-0.1,-6,4,1,-1,2
COC(=O)COc1ccc(=O)n(-c2ccccc2)n1,96,98,0,0.3,-5,-16,3,0,13
CC(=O)Nc1ccc(N2CCOCC2)c(C(=O)Nc2cccc(C)c2)c1,2.0*[inhibitor],-1.0*[inhibitor],-26,-0.1,4,-10,1,-17,26
O=C(Nc1cccc(S(=O)(=O)C(F)F)c1)c1ccc(S(=O)(=O)N2CCCC2)cc1,103,100,-5,4.5,1,25,-8,-8,-3
CCN(CC(=O)O)S(=O)(=O)c1cc(Cl)ccc1Cl,108,105,3,1.1,12,-14,-14,3,0
CC(C)c1ccc(OCC(=O)NCCO)cc1,101,99,2,-0.2,-1,14,0,2,19
COCCNC(=S)N1CCC(C(=O)c2ccc3c(c2)OCCO3)CC1,95,95,-7,4.5,1,-15,-11,-16,0
COc1cccc(C(C(=O)NC2CCCC2)N(C(=O)c2ccco2)C2CC2)c1OC (stereo unspecified),97,99,-1,-0.1,-5,-1,4,-9,14
O=C(NCc1ccccc1)c1cccnc1N1CCOCC1,98,98,1,1.1,-10,0,-13,-3,12
O=S(=O)(c1ccccc1)N1N=C(c2ccccc2)CC1c1ccccc1F (stereo unspecified),95,97,0,-1.5,2,35,7,-19,-19
COc1ccc(-c2cc3nc[nH]c(=O)c3s2)cc1,98,98,-1,-0.3,10,7,-10,0,-16
CCCCN(C(=N)N1CCCCC1)c1nc(C)c([N+](=O)[O-])c(=O)[nH]1,101,101,-1,1.0,0,1,-11,-4,23
COc1ccc(-c2nn(-c3ccccc3)cc2/C=C2/SC(=S)N(CCCC(=O)O)C2=O)c(C)c1,99,98,-1,2.4,0,14,1,-26,-3
CCN(CC)c1ccc(/C=C2\SC(=O)N(C(C)C)C2=O)o1,100,80,6,-0.1,4,20,2,-23,-13
O=C(COC(=O)c1ccc(F)cc1F)NC1CC1,89,95,-3,-0.2,-3,40,-8,-2,6
CCNC(=O)c1sc(=S)n(-c2ccc(C)cc2)c1N,103,104,10,-0.2,-15,50,0,-2,11
C(=N\Nc1nc2ccccc2[nH]1)/C1CCCCC1,85,97,-1,0.0,26,21,-14,4,9
CCNCC(=O)N1c2ccccc2CCc2ccc(NC(=O)OC(C)C)cc21,106,137*,7,1.8,-16,-2,7,10,21
COc1ccc(-c2[nH]ncc2CN2CCN(C(=O)c3cccs3)CC2)c(F)c1,99,99,-4,0.1,-14,35,4,-29,13
CCn1ccnc1CNC(=O)CC1C(=O)NCCN1Cc1ccc(OC)cc1OC (stereo unspecified),89,94,-20,0.8,3,32,-13,-6,/
N/C(=N\OC(=O)Cc1ccccc1)c1ccccc1Cl,102,102,-5,-2.1,-3,52,0,-3,-2
Cn1c(=O)[nH]c(=O)c2c1nc(N1CCCCC1)n2CCOc1ccccc1,95,98,-4,-1.0,-7,3,-10,-6,1

# Additional entries follow:
SMILES,MEKK3 PB1 HTS,MEKK2wt PB1 HTS,MEKK2 mut-MEK5,OXTR agonist,PfM18AAP inh,PHOSPHO1 inh,GPR7 antagonist,FID counter,NALP1 yeast inh
Cc1cccc(NS(=O)(=O)c2cc3c(cc2C)n(C)c(=O)c(=O)n3C)c1,95,94,-1,0.4,5,-14,-20,-18,17
Cc1cc(Nc2ccc3c(c2)OCCO3)c2ccccc2n1,102,109,2,-2.3,-2,-2,-5,2,14
Cc1ccc(NS(=O)(=O)c2ccc(C(=O)N3CCCCCCC3)cc2)cc1,102,109,5,8.1,6,4,26*,-34,-4
CCCCC1=NN2C(=N)CC(=O)N=C2S1,96,91,-5,-0.4,4,16,-11,-13,-3
Nc1nc(Nc2cccc(F)c2)nc(N2CCOCC2)c1[N+](=O)[O-],97,95,-5,-2.8,-7,14,-18,-7,/
COc1ccc(/C=C(/NC(=O)/C=C/c2ccccc2)C(=O)O)cc1,99,96,-5,-0.2,-3,-20,-17,-21,7
O=C(c1ccc(S(=O)(=O)N2CCCC2)cc1)N1CCN(c2ccccc2)CC1,106,98,2,0.4,11,42,-8,-36,-2
CCN(CC)S(=O)(=O)c1ccc(N2C(=O)CC2(/C=C/c2ccccc2)C(=O)NC2CCCC2)cc1 (stereo unspecified),100,97,-4,-0.1,0,3,0,-4,24
COc1cc(CNc2nc3ccccc3[nH]2)cc(OC)c1OC,102,99,1,0.0,3,2,-4,4,20
CCOC(=O)c1cc(-c2ccccc2)sc1NC(=O)c1ccc(OC)c(OC)c1,101,102,13,-1.1,22,4,-11,4,22
Cc1cc(NC(=O)CCC(=O)N(CC(=O)NC2CCCC2)c2ccc(Cl)cc2)no1,97,96,0,0.6,6,35,-10,-52,-3
COCCCNC(=O)c1cc(C(=O)c2c(-c3c(Cl)cccc3Cl)noc2C)c[nH]1,99,98,-2,8.1,-3,21,7,-3,0
Clc1ccc(CSc2nnc(Cn3cnc4ccccc43)o2)cc1,99,93,0,15,1,44,15,-24,/
O=C(N/N=C/c1ccccc1Cl)c1ccc(F)cc1,105,110,7,-1.5,3,-11,-11,-4,8
Cc1ccc(S(=O)(=O)N(C)C)cc1NC(=S)NC12CC3CC(CC(C3)C1)C2,109,104,29,/,0,-4,13,-17,6
Cc1ccc(CSc2nnc(SCC(=O)N/N=C/c3c(C)nn(-c4ccccc4)c3C)s2)cc1,107,98,-1,-0.5,6,0,5,-4,31
COc1ccc(CCN(C(=O)c2cccc(F)c2)C2CC(=O)N(c3ccccc3)C2=O)cc1 (stereo unspecified),108,110,3,-0.1,-5,-12,-16,-25,28
COc1c(F)c(F)c(C(=O)Nc2ccccc2N2CCN(C(=O)C(C)C)CC2)c(F)c1F,101,100,16,-2.4,2,-20,-4,-38,5
COc1ccc(CN2CCNC(=O)C2CC(=O)NCc2csc(C)n2)c(F)c1 (stereo unspecified),102,103,2,-0.2,7,44,-13,-16,17
CCCCC(=O)Nc1nc2c(OC)ccc(OC)c2s1,106,108,9,-2.9,4,0,-5,-6,-4
CC(C)c1nc(SCC(=O)NC2CCCCC2)c2ccccc2n1,103,97,1,-1.0,-12,20,-9,-17,14
CCN(CC)S(=O)(=O)c1ccc(NC(=O)COc2nc3ccccc3nc2N2CCOCC2)cc1,91,91,-4,2.0,-14,-2,24*,-6,23
COC(=O)c1c(C)oc(C)c1S(=O)(=O)NC(C)(C)C,95,97,0,-0.1,-3,20,-17,-6,18
CC1(C)CC(=O)C(C(c2cccnc2)C2C(=O)CC(C)(C)CC2=O)C(=O)C1,105,107,-6,1.1,1,-30,5,-4,15
CCN1C(=O)/C(=C/c2ccc(C)s2)SC1=Nc1ccc(OC)cc1,99,97,5,-1.2,3,39,-3,-1,18

# Following part.
SMILES,MEKK3 PB1 HTS,MEKK2wt PB1 HTS,MEKK2 mut-MEK5,OXTR agonist,PfM18AAP inh,PHOSPHO1 inh,GPR7 antagonist,FID counter,NALP1 yeast inh
O=C(CSc1nc2ccccc2[nH]1)NCc1ccc(F)cc1,102,101,5,-0.6,-7,8,-8,-4,-6
N#Cc1ccccc1NCc1ccccc1,102,105,6,-2.5,0,2,-12,-3,17
COc1ccc(NC(=S)N/C(=N/CS(=O)(=O)c2ccccc2)c2ccccc2)cc1,90,94,-2,0.6,-5,-14,11,2,4
COc1ccccc1NS(=O)(=O)c1cccc(C(=O)N/N=C(\C)c2ccc3c(c2)OCCO3)c1,102,104,0,-0.1,-1,-10,-7,-6,21
Cn1cccc1Cc1nnc(SCC(=O)Nc2ccccc2F)n1-c1ccc(F)cc1,103,101,1,1.0,1,-3,-2,-33,13
COc1ccccc1-c1c(C#N)c(N)nc2c1CCC2,94,87,-22,-1.7,-12,19,-7,-12,14
COc1ccc2c3c(cccc13)OC2=O,103,105,8,-0.6,4,47,-7,-4,-4
CCc1ccc(N(C(=O)Cc2cccs2)C(C(=O)NC2CCCCC2)c2cn(C)nc2C)cc1 (stereo unspecified),99,97,-1,2.0,-2,32,-2,-21,0
CN(C)c1nc(NN)nc(Nc2ccc(F)cc2)n1,106,112,9,-2.6,24,35,-20,-20,-8
O=C(Nc1cccc(F)c1)N1CCCCCC1,107,112,10,0.5,-1,43,-14,-7,4
CN1CCN(Cc2nc3ccccc3c(=O)n2Cc2nc(-c3ccc4ccccc4c3)cs2)CC1,108,195*,51*,12,4,-14,11,23,16
CN(C)C(=O)COn1c(SCC(=O)N(C)C)nc2ccccc2c1=O,97,103,-3,0.1,7,16,-6,1,0
COc1ccc(S(=O)(=O)N2CCN(C)CC2)cc1C(=O)Nc1ccccc1,106,107,1,-2.2,2,/,-8,9,/
Cc1cc(N2C(=O)C(O)=C(C(=O)c3cc4ccccc4o3)C2c2ccc([N+](=O)[O-])cc2)no1 (stereo unspecified),97,102,0,0.0,18,40,0,-8,4
Cc1ccc(S(=O)(=O)N(CCCN2CCCC2=O)Cc2cc3c(C)ccc(C)c3[nH]c2=O)cc1,100,95,-1,-1.0,3,45,5,-10,20
COc1cccc(N2CCN(CC(=O)c3c(C)[nH]c4ccccc34)CC2)c1,99,106,10,8.7,10,-4,-1,-10,17
NNC(=O)CN1CCCc2ccccc21,94,99,-1,-1.4,3,6,-3,-2,-15
CCCN(CCC)S(=O)(=O)c1ccc(C(=O)N2CC3CCC(CC3)C2)cc1,98,100,-1,-1.5,-14,33,4,-17,2
CC(=O)[C@@H]1[C@@H](C(=O)c2ccccc2)[C@]2(C(=O)Nc3ccccc32)[C@H]2C=Cc3cc(F)ccc3N12,116,92,-1,0.9,4,11,-13,-17,36
CC(C(=O)OCC(=O)c1cccc([N+](=O)[O-])c1)N1C(=O)C2C3CCC(C3)C2C1=O (stereo unspecified),103,107,4,-0.6,4,-10,-3,-3,-1
Cc1ccc(S(=O)(=O)N2CCN(C(=O)C(C)Cn3cncn3)CC2)cc1C (stereo unspecified),99,102,0,0.1,-4,40,-6,-11,11
COc1cccc(C(C(=O)NC(C)(C)C)N(Cc2ccc(F)cc2)C(=O)CCC(=O)Nc2cc(C)on2)c1OC (stereo unspecified),96,98,1,-1.1,-2,24,-13,-55,-19
Cc1cccc(Nc2c([N+](=O)[O-])ccc3nonc23)c1C,95,98,-6,/,0,10,-20,3,2
COc1ccc(NC(=O)c2ccccn2)cc1S(=O)(=O)N1CCOCC1,98,94,-1,-0.3,10,-24,-12,-1,-3
O=C(CCn1ccc2cc(S(=O)(=O)N3CCCC3)ccc21)NCc1ccccc1F,97,94,-9,0.4,-12,17,-6,-33,21
